Source: PubChem (several laboratories)
MsrA inhibitor: inhibitors of bovine MsrA | purified bovine MsrA, absorbance read-out | inhibition, % at 15.5 µM | 360,000 tested, 0.75% active | AID 651718; in the data active means inhibition above about 4.5%;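 further: 0% = vehicle wells with enzyme and 100% = reference inhibitor wells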
eLon inh: inhibits E. coli Lon protease. P0A9M0. purified E. coli Lon protease, fluorescence polarization. inhibition, % at 7.94 µM. 360,000 tested, 0.42% active. AID 602123; in the data active means inhibition above about 13%, passing the limit was not always enough;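 further: 0% = enzyme with probe and DMSO and 100% = no enzyme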
Rin1-Abl PPI inh: blocks binding of human Rin1 to Abl | TR-FRET Rin1/Abl binding, biochemical | inhibition, % at 7.35 µM | 360,000 tested, 0.4% active | AID 588664; in the data active means inhibition above about 5%, passing the limit was not always enough
Neddylation inh: cullin neddylation inhibition; TR-FRET cullin neddylation, biochemical; calls only at 25 µM; 360,000 tested, 0.58% active; in the data active means inhibition above about 36%
MT1-MMP act inh: MT1-MMP (human) activation inhibition | 360,000 tested, 0.061% active | HT1080 RFP-PRO-GFP cells, GFP/RFP ratio fluorescence, overnight; percent of plate control window, DMSO zero | AID 651647 | GFP/RFP ratio change, % at 20 µM | P50281;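 active means GFP/RFP ratio change of at least 30% with cell ATP level not reduced by more than half and red fluorescence within 50% of control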; further: strong numbers were not always called active
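Compound: 20 µM single dose, 1% DMSO / System: HT1080 RFP-PRO-GFP cells / Controls: DMSO and RFP-L50D-GFP cell wells / Read-out basis: GFP/RFP fluorescence ratio / Schedule: overnight compound exposure at 37 °C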
SKN-1 block: C. elegans SKN-1 inhibition | inhibition, % at 21.8 µM | AID 624304 | C. elegans VP596 Pgst-4::GFP/RFP ratio, acrylamide-induced, 24 h | 360,000 tested, 0.49% active;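 active means interference check ratio from 0.5 to 1.5 plus GFP to RFP signal ratio inhibition reaching or exceeding a fixed threshold, cut at about 30% in these data, passing the limit was not always enough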; further: some compounds called inactive have numbers as strong as hits
NRP1-CendR mod: NRP-1/CendR interaction modulation; inhibition, % at 25 µM; AID 602438; 360,000 tested, 0.85% active; O14786; FAM-RPARPAR peptide binding to NRP-1, fluorescence polarization;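 active means inhibition or corrected inhibition above about 18%, plus a signal ratio from 0.5 to 1.5, limit read from the data, passing the limit was not always enough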; further: strong numbers were not always called active
Target sequence (O14786 whole entry, looked up): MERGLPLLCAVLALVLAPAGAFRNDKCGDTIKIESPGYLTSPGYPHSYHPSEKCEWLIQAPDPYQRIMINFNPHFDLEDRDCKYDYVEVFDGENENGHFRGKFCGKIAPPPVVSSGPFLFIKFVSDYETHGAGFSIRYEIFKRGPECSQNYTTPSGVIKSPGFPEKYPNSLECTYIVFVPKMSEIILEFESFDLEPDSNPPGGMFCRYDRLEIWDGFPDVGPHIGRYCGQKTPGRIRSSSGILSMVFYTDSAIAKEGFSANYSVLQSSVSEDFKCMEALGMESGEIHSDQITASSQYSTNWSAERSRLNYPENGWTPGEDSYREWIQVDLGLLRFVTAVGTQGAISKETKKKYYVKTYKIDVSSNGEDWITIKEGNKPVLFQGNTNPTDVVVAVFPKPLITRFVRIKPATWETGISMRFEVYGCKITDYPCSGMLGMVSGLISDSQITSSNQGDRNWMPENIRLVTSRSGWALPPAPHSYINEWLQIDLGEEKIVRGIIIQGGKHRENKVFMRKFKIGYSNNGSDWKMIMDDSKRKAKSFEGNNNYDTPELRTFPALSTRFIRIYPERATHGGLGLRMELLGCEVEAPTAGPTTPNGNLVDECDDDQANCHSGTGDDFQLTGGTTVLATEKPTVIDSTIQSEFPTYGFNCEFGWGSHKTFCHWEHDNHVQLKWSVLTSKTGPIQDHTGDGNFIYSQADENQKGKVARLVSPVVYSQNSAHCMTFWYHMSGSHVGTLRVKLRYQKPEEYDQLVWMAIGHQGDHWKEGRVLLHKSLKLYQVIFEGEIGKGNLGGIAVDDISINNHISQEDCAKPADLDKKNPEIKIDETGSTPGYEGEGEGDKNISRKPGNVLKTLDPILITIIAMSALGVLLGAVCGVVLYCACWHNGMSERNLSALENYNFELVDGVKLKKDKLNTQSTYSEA
FAS-TE inh: blocks the thioesterase domain of human fatty acid synthase; 360,000 tested, 0.67% active; inhibition, % at 15 µM; P49327; recombinant FAS-TE, OMFH fluorogenic substrate, fluorescence endpoint; AID 602261;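 active means compounds whose normalised, plate-corrected inhibition of enzyme fluorescence in the single-dose primary screen is 50% or more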;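 further: 0% = DMSO with enzyme and 100% = substrate without enzyme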
bovine MsrA act: activates bovine MsrA enzyme; 360,000 tested, 0.3% active; purified bovine MsrA, absorbance read-out; activation, % at 10.6 µM; in the data active means activation above about 7.5%;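 further: 0% = vehicle and 100% = reference activator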
Starred values were filed as active, the others as inactive; i = inactive; / = no result given.

SMILES	MsrA inhibitor	eLon inh	Rin1-Abl PPI inh	Neddylation inh	MT1-MMP act inh	SKN-1 block	NRP1-CendR mod	FAS-TE inh	bovine MsrA act
O=C(CCn1ccnc1)Nc1ccc2ccccc2c1	-1.6	6	0	i	2	4	-5	-3	-3
Cn1c(CCc2nc3ccccc3[nH]2)n[nH]c1=S	0.1	7	2	i	-5	-5	7	-7	-3
O=C(CSc1ncccn1)Nc1ccc2c(c1)CCC2	-1.3	1	1	i	5	-12	16	-2	7
Cc1c(CNC(=O)c2c([N+](=O)[O-])cnn2C)cnn1C	0.3	2	-2	i	1	21	2	-5	-3
CCCN(S(=O)(=O)c1ccccc1F)S(=O)(=O)c1ccccc1Br	-0.5	13	-1	i	-1	16	14	25	-1
Cc1cccc(C)c1NC(=S)NCCc1ccc(O)c(O)c1	0.1	4	-5	i	7	2	16	-2	-4
C[C@H]1CN([C@@H](C)CO)C(=O)c2cc(NC(=O)CCN3CCOCC3)ccc2O[C@H]1CN(C)C(=O)Nc1ccc(F)cc1	0.2	-14	0	i	10	15	11	-7	-3
COC(=O)c1ccc(NC(=O)C(=O)NCC2CCCO2)cc1 (stereo not drawn)	-0.7	-1	3	i	4	17	-11	-1	1
O=C1CC(c2ccccc2)CC(=O)C1CS(=O)(=O)c1ccccc1 (stereo not drawn)	0.7	-9	2	i	1	11	7	-2	-3
CCc1nnc(NC(=O)C(NS(=O)(=O)c2ccccc2)C(C)C)s1 (stereo not drawn)	-1.5	-3	-3	i	1	15	4	-5	-3
O=[N+]([O-])c1cccc2cnccc12	2.2	-2	-3	i	-9	9	2	-5	-9
Cc1ccc(Cn2c(C3CCCN3c3nc(-c4cc(Cl)c(N)c(Cl)c4)cs3)nc3cc(C(=O)NCCCO)ccc32)cc1 (stereo not drawn)	1.9	-7	-3	i	-5	4	-24	6	-2
Cc1cccc(NC(=O)c2cc(NC(=O)C3CCCCC3C(=O)O)ccc2N2CCOCC2)c1 (stereo not drawn)	1.2	8	-2	i	2	-10	1	-8	-7
Cc1nc(NC(=S)NC(=O)c2ccco2)sc1C(=O)N(C)C	3.3	-7	-2	i	-1	-9	8	-1	-3
CC(=O)N1CCN(CC(=O)Nc2ccc(Cl)c(S(=O)(=O)N(C)C)c2)CC1	-0.1	-2	-3	i	-1	10	8	-10	-8
COC(=O)c1ccc(C23CC4(C2)[C@H](CN(Cc2cccnc2)[C@@H]4c2ccccc2)C3c2ccc(Cl)nc2)cc1 (stereo partly drawn)	-0.4	-18	2	i	-13	9	19	22	0
Nc1nc2ccc(C(=O)N3CCCCC3)cc2s1	-0.5	-1	3	i	1	7	7	-5	1
CCc1ccc(OCCCOc2ccc(C=O)cc2)cc1	0.4	6	-3	i	3	10	8	36	-1
COc1ccc(NC(=O)C2CC(=O)OC2c2ccccc2)cc1 (stereo not drawn)	1.0	-5	-1	i	0	1	2	-7	-2
O=c1[nH]c2ccccc2n1C1=CCNCC1	1.1	1	-2	i	2	-5	10	-3	-11
Cc1cccc(C)c1NS(=O)(=O)c1ccc(-c2cnc(C3CC3)o2)cc1	-0.7	-2	2	i	6	-4	3	18	4
N#C/C(=C\c1ccc(OCCN2CCOCC2)cc1)C(=O)Nc1ccccc1	1.1	-11	0	i	3	15	-1	-5	-2
Fc1ccccc1CN(CCN1CCOCC1)C(=S)Nc1ccccc1Cl	-0.7	-6	2	i	-1	1	-8	8	-1
Cc1cccc(N2CCN(C(=O)c3ccc(S(=O)(=O)N(C)c4ccccc4)cc3)CC2)c1C	1.4	-2	1	i	-3	3	-11	24	-2
Cc1ccc(N(CC(=O)NC2CCCC2)C(=O)c2ccc(C)s2)cc1	0.4	3	0	i	-26	2	-21	-6	0

5 entries from above, ordered by number of heavy atoms, largest number first.
SMILES	MsrA inhibitor	eLon inh	Rin1-Abl PPI inh	Neddylation inh	MT1-MMP act inh	SKN-1 block	NRP1-CendR mod	FAS-TE inh	bovine MsrA act
COC(=O)c1ccc(C23CC4(C2)[C@H](CN(Cc2cccnc2)[C@@H]4c2ccccc2)C3c2ccc(Cl)nc2)cc1 (stereo partly drawn)	-0.4	-18	2	i	-13	9	19	22	0
CCc1nnc(NC(=O)C(NS(=O)(=O)c2ccccc2)C(C)C)s1 (stereo not drawn)	-1.5	-3	-3	i	1	15	4	-5	-3
O=C(CCn1ccnc1)Nc1ccc2ccccc2c1	-1.6	6	0	i	2	4	-5	-3	-3
Cn1c(CCc2nc3ccccc3[nH]2)n[nH]c1=S	0.1	7	2	i	-5	-5	7	-7	-3
O=c1[nH]c2ccccc2n1C1=CCNCC1	1.1	1	-2	i	2	-5	10	-3	-11

Other entries
SMILES	MsrA inhibitor	eLon inh	Rin1-Abl PPI inh	Neddylation inh	MT1-MMP act inh	SKN-1 block	NRP1-CendR mod	FAS-TE inh	bovine MsrA act
CC(=O)Nc1sc2c(c1CN1CCN(c3ccc(F)cc3)CC1)CCCC2	-0.4	-5	-2	i	-3	-6	14	27	-1
COc1ccc(OC)c(NC(=O)NCCCCc2ccccc2)c1	-1.0	0	1	i	-2	-17	-5	8	-6
O=C(c1cccnc1NCc1ccccc1)N1CCOCC1	3.1	9	1	i	-10	30	3	-4	-2
Cc1csc(NC(=O)Cn2cnnn2)n1	0.5	1	0	i	-4	-4	6	0	-1
CCOc1ccccc1NC(=O)N1CCCC(c2nc(-c3ccc(C)o3)no2)C1 (stereo not drawn)	0.8	11	-5	i	-2	7	10	24	-1
COc1ccc(N2CCN(C(=O)CN3C(=O)C4CC=CCC4C3=O)CC2)cc1 (stereo not drawn)	-0.2	6	-1	i	4	13	5	-7	-2
CC(Sc1nc2sc3c(c2c(=O)n1-c1ccccc1)CCCC3)C(=O)O (stereo not drawn)	1.8	-3	-5	i	-2	-7	-3	-6	-5
COc1cc(OC)cc(C(=O)N[C@H](C(=O)Nc2nc3c(s2)CCCC3)C(C)C)c1	-1.3	10	3	i	-40	4	0	4	-10
Cc1ccc(C2CC(c3cccs3)=NN2C(=O)CSc2nc3ccccc3o2)cc1 (stereo not drawn)	1.0	-6	2	/	-4	-10	8	36	-7
Cc1cc(C(=O)Nc2ccc3c(c2)OCCO3)ccc1[N+](=O)[O-]	1.2	-4	-1	i	3	7	7	10	0
O=C(NNS(=O)(=O)c1ccc([N+](=O)[O-])cc1)c1ccc([N+](=O)[O-])cc1	0.3	-8	2	i	0	14	-8	74*	-2
O=C(COC(=O)CC1CC2CCC1C2)Nc1cccc(S(=O)(=O)NC2=NCCCCC2)c1 (stereo not drawn)	-0.9	1	-6	i	-3	9	4	7	-2
CC[C@@H](C)[C@H](NS(=O)(=O)c1ccc(C)cc1)C(=O)N1CCC(C(=O)NCC(=O)O)CC1	-0.4	-7	-2	i	4	-3	-6	-4	1
CC[C@]12C(=O)N(C)C[C@H]([C@@H]3C(=O)N(Cc4ccccc4)C(=O)[C@@H]31)N2C(=O)c1ccc(F)cc1	-0.9	3	2	i	-1	-8	-8	-5	-1
O=C(NC1CCCC1)C1CCN(C(=O)NCc2ccccc2)CC1	-0.5	-1	2	i	0	7	-4	-2	-7
COC(CSc1nc(N)c2c3c(sc2n1)CN(C)CC3)OC	2.4	1	-2	/	-3	7	-25	-9	-10
Cc1ccc(C(=O)NN(CCC(=O)NC(C)(C)C)C2=NS(=O)(=O)c3ccccc32)cc1	1.6	-2	0	i	3	5	6	-6	-1
O=C(N/N=C/c1ccco1)c1cc2ccccc2o1	6.0*	2	2	i	2	2	11	-2	-6
CC1CCC/C(=N/Nc2nc3ccccc3s2)C1 (stereo not drawn)	0.7	6	2	i	2	5	5	22	-3
CN(c1ccccc1)S(=O)(=O)c1cccc2ccccc12	0.4	-6	1	i	-5	12	11	22	-2
O=C(O)C1CCN(S(=O)(=O)c2cccc3nsnc23)CC1	1.7	-9	-3	i	-3	8	2	-10	0
CCCNC(=O)/C=C/C(=O)O	0.0	-6	-2	i	0	-2	11	3	6
CC(C)NC(=O)C(=O)c1cn(C)c2ccccc12	3.1	-5	-8	i	-1	14	0	-7	-3
COc1ccnc(Oc2cc(Cl)cc(Cl)c2)c1C#N	0.8	-2	4	i	3	-9	-2	6	-2
CCOC(=O)/C=C(\C)Nc1cc(C)nn1-c1ccccc1	-0.6	3	-2	i	0	-8	8	-3	-4

(next part)
SMILES	MsrA inhibitor	eLon inh	Rin1-Abl PPI inh	Neddylation inh	MT1-MMP act inh	SKN-1 block	NRP1-CendR mod	FAS-TE inh	bovine MsrA act
O=C(COc1ccc([N+](=O)[O-])cc1)N/N=C/c1cc([N+](=O)[O-])ccc1N1CCOCC1	-0.5	-2	-3	i	5	-1	9	19	-5
O=C(CN1C(=O)NC2(CCCC2)C1=O)OCCOc1ccc(F)cc1	2.3	-17	-1	i	0	-2	10	-3	-1
c1ccc(COc2ccc(OCCOCCn3cncn3)cc2)cc1	-0.5	-5	1	i	5	62	-7	-1	-2
O=S(=O)(c1ccc(NC(=S)NCc2cccnc2)cc1)N1CCCCC1	-1.1	-5	-1	i	6	-4	-2	4	-3
O=C(c1ccc(Br)o1)N1CCC(Cc2ccccc2)CC1	-1.1	-23	-1	i	-2	-4	7	-29	-1
CC(C)n1c(=O)c2ccccc2n1S(C)(=O)=O	0.1	4	/	i	-1	-5	-15	-9	-3
Cc1cccc(NC(=O)CN2C(=O)S/C(=C\c3cccn3-c3cccc(C(=O)O)c3)C2=O)c1	2.9	7	-1	i	1	10	-41	-2	-3
COc1cc(/C=C(\NC(C)=O)C(=O)NC(C)(C)CC(C)(C)C)ccc1OC(C)=O	-0.1	-12	1	i	1	-20	6	-10	3
CCc1ccc2c(c1)C1(NN=C(c3cccc4ccccc34)S1)C(=O)N2 (stereo not drawn)	0.6	1	0	i	-5	-8	16	10	-1
CCC(CC)C(=O)Nc1nnc(SCC(=O)NC2CC2)s1	0.8	7	2	i	-1	-8	2	-10	-6
CC(=O)c1ccc([C@@H]2C[C@]34CN(Cc5cccc(C(F)(F)F)c5)S(=O)(=O)[C@H]3C[C@H]2O4)cc1	0.3	0	3	i	4	14	24	6	0
O=C1/C(=C\c2ccc3c(c2)OCO3)CCC/C1=C/c1ccc2c(c1)OCO2	1.2	-20	-5	i	-22	-4	-18	17	-2
COc1ccc(CCN=C(C)c2cc(C)c(C)cc2O)cc1OC	-1.0	10	1	i	-1	3	-4	-3	0
CC1CCN(C(=O)c2[nH]cnc2C(=O)N2CCN(c3ccccc3)CC2)CC1	2.3	-5	-1	i	1	-1	14	-6	-2
CCn1c(CNc2ccc(OC)cc2)nnc1SCC(=O)Nc1ccc(F)cc1	-1.1	2	-3	i	1	21	8	-3	-1
CCOc1ccc(NC(=O)C2CC(=O)N=C(N)S2)cc1 (stereo not drawn)	-0.6	4	-3	i	6	6	11	0	3
O=C(COC(=O)c1n[nH]c2ccccc12)Nc1ccc(S(=O)(=O)N2CCCC2)cc1	-1.6	-9	3	i	-2	-12	-11	-40	-4
CCOC(=O)C1=CCN(S(=O)(=O)c2ccc(F)cc2)C1c1cccc(F)c1 (stereo not drawn)	-0.1	-9	0	i	3	7	12	10	-11
COc1ccc(C(=O)N2CCN(c3ccccc3)CC2)cc1S(=O)(=O)N1CCOCC1	-1.0	-3	2	i	1	7	3	-3	-3
O=C1CCc2cc(S(=O)(=O)Nc3ccccc3Cl)ccc2N1	-0.9	1	0	i	1	4	0	-10	0
CC(C)C(CC(=O)N1CCCCC1)C1CCOC(C)(C)C1 (stereo not drawn)	-1.4	-2	4	i	5	11	-5	-5	-3
CC(C)(C)n1cnc(C(N)=O)c1N	0.3	3	1	i	3	6	9	-8	-1
O=C(CNC(=O)c1ccccc1)NCC(=O)OCC(=O)c1ccccc1Cl	1.4	3	1	i	0	0	6	-8	-1
CN(C)c1ccc(C(=O)OCC(=O)N2CCCCCC2)cc1	3.0	5	6	i	3	-1	12	-2	-5
Cc1cccc(C)c1NC(=O)C1(C)CCC(=O)N1CCc1c[nH]c2ccccc12 (stereo not drawn)	-0.9	-1	4	i	0	8	1	-13	-2

Not a hit list; 4.2% or so of the library scored in one or more.
